KOR beta-arrestin-1: kappa opioid receptor activators – cell-based, luminescence, uHTS, primary screen (AID 1777); activation, % at 10 µM; hits with a dose series show EC50 in µM; 0.02% of 280,000 active; KOR beta-arrestin recruitment, luminescence; higher % means a stronger effect; in the data active means activation above about 50%, passing the limit was not always enough; further: a part of the inactive calls stands beside numbers as strong as those of hits
NOD1 NF-kB reporter: inhibition of NOD1-driven NF-kB reporter – cell-based, luminescence, uHTS, primary screen (AID 1578); inhibition, % at 4 µM, or EC50 in µM where a hit was titrated; NOD1-driven NF-kB luciferase reporter cells, luminescence; higher % means a stronger effect; 1% of 290,000 active; in the data active means inhibition mostly above about 36%, no sharp cut-off; inactive means mostly below about 34%;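 further: HEK-293T reporter cells stimulated with the NOD1 agonist gamma-tri-DAP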
GPR55 beta-arrestin: selective activators of receptor GPR55 – imaging, U2OS cells, beta-arrestin-GFP redistribution, primary screen (AID 1961) | U2OS GPR55 beta-arrestin-GFP redistribution imaging; higher % means a stronger effect | activation, % at 10 µM, or EC50 in µM where a hit was titrated | 0.048% of 290,000 active;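 active means activation above 40% with more than 50 cells counted in the well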;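 further: U2OS osteosarcoma cells stably expressing GPR55 and beta-arrestin-GFP; plate controls were DMSO negative control for no effect and LPI positive control for full effect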
GPR55 antagonists: GPR55 antagonists blocking LPI-driven arrestin recruitment, primary screen, imaging, U2OS, beta-arrestin-GFP, LPI agonist (AID 2013). 0.13% of 290,000 active. inhibition, % at 10 µM; hits with a dose series show IC50 in µM. U2OS GPR55 beta-arrestin-GFP translocation imaging, LPI antagonism; higher % means a stronger effect;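 active means spots per cell inhibited over 60%, with over 100 cells counted and total cytoplasm intensity under 500,000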;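 further: U2OS cells stably carrying GPR55 and arrestin-GFP stimulated by 5 µM LPI near EC80; imaged beta-arrestin-GFP aggregate spots per cell after agonist stimulation; plate controls were LPI-stimulated DMSO wells for no effect and DMSO wells without LPI for full effect; some results filed as inactive read as strong as hits; confirmed hits need IC50 under 10 µM and bright autofluorescent wells are also inconclusive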
KOR beta-arrestin-2: KOR antagonists, beta-arrestin recruitment, cell-based, luminescence, uHTS (AID 1778); KOR beta-arrestin recruitment, luminescence, antagonist mode; higher % means a stronger effect; inhibition, % at 10 µM; hits with a dose series show IC50 in µM; 0.091% of 290,000 active; in the data active means inhibition above about 50%; further: strong numbers were not always called active
GPR35 antagonists: inhibition of zaprinast-stimulated GPR35 beta-arrestin translocation – imaging, U2OS, beta-arrestin-GFP, zaprinast agonist, primary screen (AID 2058); 0.052% of 290,000 active; inhibition, % at 10 µM; hits with a dose series show IC50 in µM; U2OS GPR35 beta-arrestin-GFP translocation imaging, zaprinast antagonism; higher % means a stronger effect;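 active means inhibition of at least 50% with at least 30 cells and total cytoplasm GFP at most 10,000,000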
HIV fusion peptide: cell-free HIV fusion peptide-binding blockers – biochemical, uHTS, fluorescence dequenching, primary screen (AID 1986). cell-free peptide binding, fluorescence dequenching, 30 min; higher % means a stronger effect. inhibition, % at 20 µM, or IC50 in µM where a hit was titrated. 0.3% of 290,000 active; in the data active means inhibition mostly above about 52%, no sharp cut-off; inactive means mostly below about 76%; further: some results filed as inactive read as strong as hits
AID2073: disruptors of CaV2.2 binding to Mint1 – biochemical, HTRF (AID 2073); inhibition, % at 20 µM; hits with a dose series show IC50 in µM; HTRF protein-protein interaction, Mint1-CaV2.2; higher % means a stronger effect; 0.19% of 290,000 active; in the data active means inhibition mostly above about 51%, no sharp cut-off; further: some results filed as inactive read as strong as hits
Siah-1 displacement: blockers of Siah-1 interaction with plectin peptide – biochemical, fluorescence polarization, rhodamine-plectin, uHTS, primary screen (AID 1817) | displacement, % at 20 µM, or IC50 in µM where a hit was titrated | 0.02% of 290,000 active | Siah-1 / rhodamine-plectin peptide fluorescence polarization; higher % means a stronger effect;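 active means displacement of at least 50% at 20 µM, with a fluorescence ratio check between 0.3 and a set limit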;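 further: plate controls were Siah plus tracer with DMSO for no effect and tracer alone without Siah for full effect; strong numbers were not always called active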
Numbers without * were called inactive; · = not tested or not shown; [ ] = dose if it differs, or a comment. Not all compounds are listed. The share of hits here may be higher or lower than overall.

SMILES | KOR beta-arrestin-1 | NOD1 NF-kB reporter | GPR55 beta-arrestin | GPR55 antagonists | KOR beta-arrestin-2 | GPR35 antagonists | HIV fusion peptide | AID2073 | Siah-1 displacement
O=C(NC1CC2CCCC(C1)N2C(=O)Nc1ccccc1)C1CC1 (configuration not stated) | -2.7% | -29.2% | 0.3% | -1.1% | -12.0% | 7.4% | 0.6% | -3.8% | 7.9%
Cc1ccc(C(OCC(O)CN2CCCCC2)c2ccccc2)cc1 (configuration not stated) | 1.3% | -23.1% | -0.1% | -5.1% | -23.5% | 8.3% | -1.4% | 1.6% | 6.5%
Cc1ccccc1CN(C)CC(=O)Nc1cccc(S(=O)(=O)N(C)c2ccccc2)c1 | 5.6% | -17.4% | -0.5% | 4.9% | -4.4% | -6.5% | 0.2% | -4.3% | -0.7%
CC1CCCN(C(=O)CSc2nnc(-c3cccs3)o2)C1 (configuration not stated) | 2.2% | -14.3% | -0.2% | -11.4% | -8.3% | 0.7% | -0.8% | 1.4% | -1.7%
CCn1c(Cc2ccccc2)nnc1SCC(=O)OC(C)C | -1.4% | 19.3% | -0.1% | 7.1% | 24.2% | 2.1% | -0.1% | 0.1% | -0.1%
CC1(C)CC(=O)c2cc(OCC(=O)NCCCN3CCN(c4ccccc4F)CC3)ccc2O1 | -1.2% | -23.0% | -0.1% | 14.3% | 44.1% | -9.5% | -1.8% | 10.7% | -1.6%
Brc1ccc(-c2cnco2)cc1 | 2.5% | -17.2% | -0.2% | -2.3% | -21.3% | 3.7% | -1.1% | 1.9% | 0.2%
CC(=O)Nc1ccc(OCC(O)Cn2cnc3ccccc32)cc1 (configuration not stated) | -1.4% | 8.2% | 0.0% | 2.4% | 23.1% | 22.7% | 0.3% | -6.0% | 0.4%
COc1cccc(CC2(CO)CCCN(CC3=Cc4cc(Cl)ccc4OC3)C2)c1 (configuration not stated) | · | -19.7% | 0.2% | 11.3% | 0.7%[20 µM] | 9.3% | 7.6% | 11.7% | 0.1%
CCOC(=O)C1CCN(c2nc(-c3ccccc3)nc3c2oc2ccccc23)CC1 | 2.8% | -15.9% | -0.1% | -2.9% | 2.7% | 15.3% | 4.8% | 18.0% | 2.6%
COC(=O)CSC1=C(C#N)C(c2ccc(Cl)cc2)C(C(=O)OC)C(=O)N1 (configuration not stated) | 2.5% | 9.7% | -0.2% | -0.9% | 6.2% | 1.1% | 4.1% | -12.9% | 8.4%
O=C(CN(C(=O)c1csnn1)c1ccc(F)cc1)NCCc1ccccc1 | 0.8% | -19.3% | 0.0% | 6.9% | -6.5% | -4.5% | 1.9% | 6.2% | -1.5%
CC(OC(=O)c1ccccc1CCc1ccccc1)C(N)=O (configuration not stated) | 5.8% | 13.0% | 0.0% | -4.1% | -45.0% | 1.8% | 0.1% | 1.5% | -4.4%
COc1cc(/C=N/Nc2nc3ccccc3[nH]2)cc(Br)c1OCC(=O)N(C)C | -3.1% | -15.7% | 0.2% | 10.9% | -10.6% | 7.7% | -4.4% | -11.1% | -7.4%
CCc1c(C)nc2c(-c3ccccc3)c(-c3ccccc3)[nH]n2c1=O | 1.1% | 7.3% | -0.2% | 4.9% | 6.2% | -3.9% | 0.8% | 12.0% | 2.4%
O=[N+]([O-])c1ccc2sc(SCc3nc4ccccn4c3Br)nc2c1 | 5.7% | -22.7% | 0.1% | 18.3% | 3.6% | -6.1% | 0.6% | -1.5% | 0.3%
O=C(Nc1ccc2oc(=O)ccc2c1)c1ccc(-c2ccc(Cl)cc2)o1 | -1.4% | -8.0% | 1.9% | -1.2% | -19.6% | -7.0% | -1.3% | 34.5% | 2.3%
Cc1nc(C)c(C(=O)N(c2ccc(C)c(C)c2)C(C(=O)NCc2ccco2)c2ccccc2)s1 (configuration not stated) | 1.1% | -1.3% | -0.4% | -6.1% | -9.6% | -1.8% | -1.0% | 8.7% | -0.9%
O=C(CC1C(=O)NCCN1Cc1cccc(Oc2ccccc2)c1)NCCc1cnccn1 (configuration not stated) | 4.8% | -40.1% | -0.1% | 4.3% | -16.5% | 7.2% | 2.2% | 11.4% | -1.2%
CC(=O)c1csc(Nc2ccccc2Cl)n1 | 3.7% | -3.0% | -0.2% | -4.3% | 1.3% | 10.0% | -0.4% | -6.7% | 0.5%
CC1C(=O)CCN(C(C)C)C1C (configuration not stated) | 5.0% | -0.1% | -0.1% | -21.9% | -9.5% | 3.8% | -1.3% | -1.0% | -2.3%
NS(=O)(=O)c1ccc(CCNS(=O)(=O)c2ccccc2)cc1 | -1.8% | -41.6% | -0.1% | 2.2% | 22.4% | -2.8% | 0.9% | -4.6% | 0.7%
COC(=O)c1ccc(OC(=O)c2ccc(OC)cc2)c(OC)c1 | 5.4% | -20.8% | 0.6% | 8.1% | -17.3% | -1.7% | -0.5% | -6.5% | -4.6%
CCCc1cc(N2CCOCC2)n2nc(C)c(-c3ccccc3)c2n1 | -1.7% | 2.3% | -0.1% | -6.5% | -8.9% | 12.4% | -1.1% | 19.3% | -3.0%
CC(=O)OCc1c(-c2ccccc2)c2cc([N+](=O)[O-])ccc2n1C | 0.3% | -12.0% | 0.5% | 0.8% | -4.5% | -1.5% | -0.5% | 4.8% | -0.3%
O=C(CSCc1ccc(Br)cc1)Nc1ccc(S(=O)(=O)N2CCCCCC2)cc1 | 2.8% | · | -0.2% | -17.5% | 6.8% | 30.4% | -3.6% | -2.7% | 0.6%
N#C/C(=C\c1cccc(Br)c1)C(=O)N1CCCCC1 | -3.4% | -10.0% | 0.9% | 21.7% | 6.7% | -1.8% | 1.0% | 2.9% | 1.7%
CC(O)CNc1nc2ccccc2n1CC(=O)NCCc1ccc(Cl)cc1 (configuration not stated) | · | 3.9% | -0.1% | -6.5% | · | 13.6% | -1.0% | 12.7% | 4.6%
Cc1ccccc1OCCCN1C(=O)C(=O)c2cccc(C)c21 | 0.5% | -22.1% | -0.3% | -6.4% | -76.4% | 3.2% | -1.8% | 6.4% | 1.3%
CCOC(=O)COc1ccc(C(=O)c2ccccc2)c(O)c1 | -0.4% | -9.9% | 0.3% | 0.9% | 0.2% | 15.2% | 1.1% | -6.0% | -1.7%
Cc1ccc(S(=O)(=O)N2CCCC2C(=O)NCc2ccc3c(c2)OCO3)cc1 (configuration not stated) | 3.7% | -27.3% | -0.2% | -3.6% | -9.6% | 11.4% | -0.1% | -4.0% | -2.6%
Cc1ccc(NC(=O)CSc2nnc(-c3cnccn3)n2Cc2ccco2)cc1 | 0.7% | 13.7% | -0.1% | 2.7% | -59.4% | 9.3% | 0.0% | -0.5% | -3.0%
Cc1cc(C(=O)N2CCN(c3ccc([N+](=O)[O-])cc3)CC2)n[nH]1 | -4.4% | -13.3% | 1.2% | -2.1% | 10.5% | 5.6% | -0.1% | 10.7% | -2.4%
COc1ccc(N(CC(=O)N2CCc3ccccc3C2)S(C)(=O)=O)cc1OC | 2.1% | 0.9% | -0.1% | -4.9% | 18.7% | 0.1% | 1.6% | -4.3% | -0.8%
Cc1ccc(NC(=O)CCc2nc(-c3cccs3)no2)c(Br)c1 | -0.6% | -22.0% | -0.2% | 7.2% | -38.4% | -14.2% | 1.0% | 12.1% | 3.0%
COc1cccc(CNC(=O)Cn2nc([N+](=O)[O-])c(Br)c2C)c1 | 3.2% | -21.0% | -0.4% | 1.3% | -23.6%[20 µM] | -5.6% | -2.2% | 4.2% | 3.3%
O=C(NC(=O)N1CCN(c2cccc(Cl)c2)CC1)c1ccc(Cl)cc1 | 1.5% | -9.7% | -0.1% | 7.3% | 12.4% | 0.1% | 2.7% | -1.5% | -2.2%
O=C(CC(=O)NN=C1CCCCCC1)NCc1cccnc1 | -0.1% | -16.6% | 0.6% | 8.7% | -18.5% | -16.9% | 1.1% | -2.8% | 7.8%
O=C(CSc1nnnn1Cc1ccccc1)NCC(=O)c1ccccc1 | -3.6% | -20.7% | -0.1% | -1.9% | 18.1% | -1.0% | -2.5% | 5.3% | 4.5%
CCOC(=O)/C(C#N)=C\C1=C(N2CCCC2)CC(C)(C)OC1 | 13.0% | -26.3% | 0.4% | 7.0% | -49.4% | 9.3% | 1.0% | 2.7% | -2.3%
CCC(C)NC(=O)CN(c1cc(Cl)cc(Cl)c1)S(C)(=O)=O (configuration not stated) | -6.9% | -35.1% | 0.3% | 8.9% | -13.7% | -8.2% | -0.5% | 9.6% | 14.0%
COc1ccccc1NC(=O)CCC(=O)OCC(=O)c1ccc(C)c([N+](=O)[O-])c1 | 2.2% | -22.3% | -0.2% | -6.1% | -9.3% | -6.2% | 0.5% | 6.6% | 1.3%
O=C(O)c1cc2cc(F)ccc2[nH]1 | 0.4% | -45.5% | -0.1% | 0.9% | -7.5% | -1.6% | 3.9% | 2.5% | -1.0%
CCOC(=O)/C(=N/Nc1ccccc1OC)N1CCCc2ccccc21 | 0.7% | 4.6% | -0.1% | -6.2% | 7.1% | 1.5% | -0.3% | 2.3% | -2.3%
CC(C)c1ccc(NC2CCCN(C(=O)CCN3CCCCO3)C2)cc1 (configuration not stated) | -1.3% | -12.2% | 0.0% | 6.3% | 9.5% | -8.9% | -2.0% | 3.9% | 5.4%
Cc1cc(=O)n(CC(=O)NCCN2CCOCC2)c2c1c(C)nn2-c1ccccc1 | -1.5% | -14.9% | -0.2% | 10.5% | -4.7% | -13.3% | -0.7% | 4.4% | 2.5%
CC(C)(C)OC(=O)NN1CC(=O)N2[C@@H](Cc3c([nH]c4ccccc34)C2(C)C)C1=O | -1.3% | -9.2% | 0.0% | 10.3% | -27.9% | -0.3% | -0.1% | -0.1% | 13.9%
CCCOc1ccc(/C=C/c2c([N+](=O)[O-])c(=O)n(C)c(=O)n2C)cc1 | -1.2% | 35.8% | -0.1% | -1.0% | 7.4% | 6.7% | 2.2% | -1.9% | 3.8%
O=c1cc(CSc2nnc(-c3cccnc3)n2-c2ccccc2F)nc2sccn12 | -0.4% | 19.0% | -0.1% | 12.6% | 26.5% | 9.4% | 3.1% | -4.6% | -2.6%
Cc1ccc(C(=O)N/N=C/c2c[nH]c3ccccc23)o1 | 3.3% | -38.1% | -0.2% | -0.7% | -18.7% | 5.3% | -1.2% | 1.3% | -0.2%
CCCCNC(=O)CSc1nnc(-c2ccco2)n1C | -4.1% | 1.4% | -0.3% | -1.7% | -12.5% | 7.9% | 0.8% | 4.3% | 2.0%
CCCNNC(=O)C(O)(c1cccc(C)c1)c1cccc(C)c1 | -4.7% | -36.0% | 0.6% | -10.4% | -6.6% | 2.9% | 0.0% | 11.5% | 9.9%

Screening results: PubChem, Sanford-Burnham Center for Chemical Genomics
